# Assay outcomes deposited in PubChem by National Center for Advancing Translational Sciences (NCATS).
# TbPYK inhibitor = qHTS of Trypanosoma Brucei Inhibitors; pyruvate kinase (Trypanosoma brucei), Q57TT1; TbPYK enzyme, Kinase-Glo Plus ATP luminescence, 45 min; Potency, µM (highest dose often 76.8 µM), inactives show top-dose activity, negative = inhibition, actives largely listed as inhibitors; actives 0.12% (n = 410,000); AID 624173, 2012; note: nearly all actives have a fitted effect of over 50% in size
#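 Readout: single end-point luminescence (Kinase-Glo Plus, 10 min). Reaction conditions were TbPYK/substrate plus 130 uM ADP, 45 min at RT, pH 7.2 TEA buffer. No-enzyme wells served as controls, and data were normalized before concentration-response fitting.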
# AMA1 RON2 block = qHTS for Inhibitors of AMA1-RON; Towards Development of Antimalarial Drug Lead: Primary Screen | AlphaScreen AMA1-biotinylated RON2 peptide binding | AID 720542, 2013 | Potency, µM (doses to about 58.2 µM), without a hit: at the top dose activity change, negative = inhibition, most hits filed as inhibitors | Plasmodium falciparum AMA1 (3D7) - RON2 peptide interaction | actives 0.2% (n = 360,000);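 note: 0% = vehicle wells and -100% = peptide control; nearly all actives have a fitted effect of over 45% in size; some results filed as inactive show a strong effect at the top dose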
#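 AMA1 (3D7) with his tag at 25 nM final met compounds first, then biotinylated RON2 peptide at 25 nM; detection used donor plus acceptor beads, 10 µg/mL apiece, read by AlphaScreen after 30 min at room temperature.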
# Starred values were filed as active, the others as inactive; [ ] = remark or other dose. Calls come from the whole dose curve; as a rule, active = well fitted curve in the direction sought with a large enough effect; inconclusive = small, poorly fitted or top-dose-only effect, or another doubt; inactive = no such curve, though single readings can be large; an effect the other way counts as inactive or inconclusive. Unless noted, % is set by controls: 0 for no effect and ±100 for the full control effect; potency is the fitted concentration of half-maximal effect. This is a subset; rates above refer to the full screens.
SMILES,TbPYK inhibitor,AMA1 RON2 block
CCC(C)NS(=O)(=O)c1ccc(NC(=O)CNCc2cccs2)cc1 (stereo not given),-4%,-28%
CC[C@@]1(C(=O)OC)N[C@H](CN(C)C(=O)c2ccc(F)cc2)[C@@H]2C(=O)N(Cc3ccccc3)C(=O)[C@@H]21,0%,8%
OC(c1ccccc1)c1nc(-c2ccc(F)c(Cl)c2)cs1 (stereo not given),-9%,13%
Cc1cc(C(=O)CCC(=O)Nc2cccc(F)c2)c(C)s1,-6%,8%
C/C(=N\NC(=O)c1ccc(O)cc1)c1cccc(NC(=O)c2ccc(Cl)cc2)c1,3%,33%[activator]
c1ccc2c(c1)[nH]c1ccccc12,-2%,16%
CCOC(=O)C1=C[C@@H](c2ccccc2)N(S(=O)(=O)c2ccc(C)cc2)[C@H]1c1ccc(OC)cc1,-5%,0%
COc1ccc(Cl)cc1NC(=O)COC(=O)C1=NNC(=O)CC1,-4%,-10%
O=C1NC(=S)S/C1=C\c1cc(Cl)cc(Cl)c1O,-14%,0%
COc1ccc2[nH]c3c(c2c1)CCN1C(=O)C(CC(=O)NCCc2ccccn2)C[C@H](C(=O)N(C(C)C)C(C)C)[C@@]31C (stereo not given in full),1%,53%[activator]
C=CCNC(=S)N1Cc2ccccc2-n2nncc2C1,2%,-3%
O=C(CCNC(=O)OCC1c2ccccc2-c2ccccc21)NOCc1ccccc1,0%,6%
CC(=O)Nc1cccc(-c2ccnc3c2CC(C)(C(=O)Nc2cccc(OC(F)(F)F)c2)O3)c1 (stereo not given),-14%,-5%
CC(=O)c1ccccc1NC(=O)c1ccc(OCc2c(C)noc2C)cc1,5%,5%
C=CCc1cc(C=Nc2ccc(N3CCOCC3)cc2)cc(OCC)c1O,-14%,-13%
CN(C)c1ccc(C=C2C=CC=C2)cc1,-9%,22µM*
CC(C)Nc1ncnc2[nH]ncc12,-4%,-4%
Cc1ccccc1CN1CCN(C(=O)[C@H]2O[C@@H](n3ccc(=O)[nH]c3=O)[C@H](O)[C@@H]2O)CC1,4%,-2%
COc1ccc(/C=N\NC(=O)c2cccc(F)c2)cc1COc1ccccc1,5%,2%
CC(C)[C@H]1COCCS(=O)(=O)N1Cc1ccccc1-c1cccc2c1oc1ccccc12,3%,-16%
Cc1ccc(S(=O)(=O)N2CCCCC2)cc1NC(=O)COc1ccccc1,0%,-3%
CS(=O)(=O)Nc1cccc(NC(=O)C2Cc3c(-c4ccccc4)ccnc3O2)c1 (stereo not given),3%,27%
CCN(C[C@H]1N[C@@](C)(C(=O)OC)[C@H]2C(=O)N(Cc3ccccc3)C(=O)[C@@H]12)C(=O)COC,-3%,10%
CCCCCC(=O)N1C[C@@H](n2cc(C3CC3)nn2)[C@H](O)C[C@@H]1c1ccccc1,0%,9%
COc1ccc(NC(=O)CCC(=O)c2ccc(F)cc2)cc1,2%,-4%
# (further entries)
SMILES,TbPYK inhibitor,AMA1 RON2 block
COc1ccc(Cl)cc1-c1cc(C(=O)NCC2CCCCC2)[nH]n1,6%,-8%
O=C(CCS(=O)(=O)c1ccc(Cl)cc1)NC1CCCC1,-14%,5%
c1ccc2c(N3CCNCC3)cccc2c1,0%,-1%
Cc1nc(SCC(=O)Nc2ccc3[nH]c(=O)[nH]c3c2)nc(C)c1C,-27%,-3%
CC1(c2nnnn2-c2ccc3c(c2)OCCO3)CCC(=O)N1C1CCN(Cc2ccccc2)CC1 (stereo not given),-16%,-11%
Cc1ccc(SCC(=O)Nc2cc(S(=O)(=O)N3CCCCC3)ccc2C)cc1,5%,5%
COc1cc(C2c3[nH]c4ccccc4c3CC3COC(=O)N32)cc(OC)c1O (stereo not given),-3%,-18%
O=C(NCc1ccccc1)C1=C[C@@H](c2ccc(C(F)(F)F)cc2)C[C@@H](OCCCCO)O1,0%,2%
Cc1nc(NC(=O)c2ccccc2)sc1-c1cc(C(=O)N2CCOCC2)nn1Cc1ccccc1,-14%,-5%
Fc1ccc(Oc2ccnc(Cl)n2)c(Cl)c1,-1%,-1%
O=C1CNC(c2ccccc2)C(c2ccccc2)N1 (stereo not given),0%,-1%
CC1(C(=O)NS(=O)(=O)c2cccc(F)c2)CCN1C(=O)CC1CCCCC1 (stereo not given),6%,-1%
NC(Cc1ccc(C(F)(F)F)cc1)c1csc(Nc2ccc(C(=O)NCCCO)cn2)n1 (stereo not given),-1%,32%[activator]
O=C(OCc1ccccc1C(F)(F)F)c1ccc(Br)c(S(=O)(=O)N2CCOCC2)c1,9%,3%
Oc1ccc2c3c1OC1c4oc5ccccc5c4C[C@@]4(O)[C@@H](C2)N(CC2CC2)CC[C@]314 (stereo not given in full),-5%,-3%
Cc1ccc(S(=O)(=O)N(C)CC(=O)NCCCn2nc(C)cc2C)cc1,0%,0%
C[C@H]1CN([C@@H](C)CO)S(=O)(=O)c2ccc(Br)cc2O[C@H]1CN(C)Cc1ccccc1F,-13%,15%
Nc1ncnc2c1ncn2[C@@H]1O[C@H](C(=O)NCCCN2CCCC2=O)[C@@H](O)[C@H]1O,6%,8%
Cc1ccc(NC(=O)COC(=O)CCNS(=O)(=O)c2c(Cl)cccc2Cl)cc1,-1%,23%
CNc1cc(-c2cccc(C(=O)N3CCOCC3)c2)ncn1,-16%,21%
C[C@H]1CN([C@@H](C)CO)C(=O)CCCn2cc(nn2)CO[C@@H]1CN(C)C(=O)Nc1ccccc1C(F)(F)F,0%,3%
COc1ccc(-c2cc3cc(OC)c(OC)cc3cn2)cc1OC,1%,1%
CCS(=O)(=O)c1ccc(O)c(NC(=O)c2ccc(S(=O)(=O)N3CCCCCC3)cc2)c1,9%,-5%
O=C1CC2(CCCC2)C(=O)N1CN1CCN(S(=O)(=O)c2ccc(F)cc2F)CC1,-7%,22%
Clc1ccccc1NN(Cc1ccccn1)c1ccccc1Cl,-5%,5%

# 12 entries out of the list, arranged by SMILES length, high to low.
SMILES,TbPYK inhibitor,AMA1 RON2 block
C[C@H]1CN([C@@H](C)CO)C(=O)CCCn2cc(nn2)CO[C@@H]1CN(C)C(=O)Nc1ccccc1C(F)(F)F,0%,3%
Oc1ccc2c3c1OC1c4oc5ccccc5c4C[C@@]4(O)[C@@H](C2)N(CC2CC2)CC[C@]314 (stereo not given in full),-5%,-3%
Nc1ncnc2c1ncn2[C@@H]1O[C@H](C(=O)NCCCN2CCCC2=O)[C@@H](O)[C@H]1O,6%,8%
O=C(NCc1ccccc1)C1=C[C@@H](c2ccc(C(F)(F)F)cc2)C[C@@H](OCCCCO)O1,0%,2%
Cc1nc(NC(=O)c2ccccc2)sc1-c1cc(C(=O)N2CCOCC2)nn1Cc1ccccc1,-14%,-5%
NC(Cc1ccc(C(F)(F)F)cc1)c1csc(Nc2ccc(C(=O)NCCCO)cn2)n1 (stereo not given),-1%,32%[activator]
COc1cc(C2c3[nH]c4ccccc4c3CC3COC(=O)N32)cc(OC)c1O (stereo not given),-3%,-18%
Cc1ccc(SCC(=O)Nc2cc(S(=O)(=O)N3CCCCC3)ccc2C)cc1,5%,5%
COc1ccc(Cl)cc1-c1cc(C(=O)NCC2CCCCC2)[nH]n1,6%,-8%
COc1ccc(-c2cc3cc(OC)c(OC)cc3cn2)cc1OC,1%,1%
Fc1ccc(Oc2ccnc(Cl)n2)c(Cl)c1,-1%,-1%
c1ccc2c(N3CCNCC3)cccc2c1,0%,-1%

# (continued)
SMILES,TbPYK inhibitor,AMA1 RON2 block
Cn1nnnc1SCC(=O)Nc1sccc1C(N)=O,-6%,-1%
CN(C)CCNc1nc(-c2ccccc2CO)c2sccc2n1,6%,-1%
Cc1ccc(-n2c(C)nc3ccsc3c2=O)cc1,2%,-2%
N#Cc1cn(C2OC(CO)C(O)C2O)c2ncnc(N)c12 (stereo not given),-2%,-10%
CN(C(=O)c1cccc(NC(=O)Cc2ccc(NC(=O)C3CCN(C(=O)c4ccccc4)CC3)cc2)c1)C1CCCC1,0%,-6%
S=c1[nH]cc(Oc2ccc(Cl)cc2Cl)c(=S)[nH]1,-2%,82%[activator]
CN(Cc1ccc(Cl)cc1)C(=O)c1[nH]c(C(F)(F)F)nc1-c1ccccc1,-6%,-1%
CC1(C)C(=O)Nc2ccccc2N1C(=O)COC(=O)Cc1ccc(Cl)c(Cl)c1,0%,-4%
c1ccc(COc2ccc(-c3cc4nc(NCCN5CCOCC5)ccn4n3)cc2)cc1,-7%,-9%
CC1=C(C(=O)N(C(C)C)C(C)C)CC(CC(=O)NCc2cccc3ccccc23)C(=O)N1Cc1ccccc1 (stereo not given),-1%,-3%
Cc1cccnc1C(NC(=O)C1CCN(CCCOc2ccc(F)cc2)CC1)c1ccccc1 (stereo not given),-1%,-3%
O=C1CCC[C@@H]2Cc3nc4cc5c(cc4cc3[C@@H]3CCN1[C@H]23)OCO5,0%,-8%
C#CCNC(=O)C[C@@H]1C[C@@]2(C(=O)OCC)CCC=C2N(Cc2cccc3ccccc23)C1=O,-3%,6%
COc1ccc([C@H]2/C=C\CN(C(=O)c3ccc(C)cc3)[C@@H](C)C(=O)N2Cc2ccc(F)cc2)cc1,4%,-17%
COc1cc(C2c3c(oc4c(C)cc(C)cc4c3=O)C(=O)N2Cc2cccnc2)ccc1O (stereo not given),4%,-23%
OC[C@@H]1CN(Cc2ccc(F)cc2)C[C@H](n2cnc3c(N4CCN(c5ccccc5)CC4)ncnc32)O1,-2%,-27%
CC(C)(C)NC(=S)N1CCC2CC1c1cc(-c3ccc4c(c3)OCO4)ccc12 (stereo not given),6%,24%
CC(CCl)n1c(=O)c2ccccc2n1C(=O)c1ccccc1 (stereo not given),3%,-15%
CCCCN(C(=O)COC(=O)c1ccccc1)c1c(N)n(CCC)c(=O)[nH]c1=O,-6%,6%
O=C1NC(=O)C(Cc2ccccc2)(Cc2ccccc2)C(=O)N1,3%,3%
Cc1cc(C(F)(F)F)c2c(N)c(C(=O)NCc3ccc(Cl)cc3)sc2n1,-11%,56%[activator]
COc1ccc(-c2nc3c(C)cc(Br)cn3c2Cc2cccc(F)c2)cc1OC,2%,-1%
COc1ccc(CCNC(=O)Nc2nc(C(N)Cc3ccccc3)cs2)cc1OC (stereo not given),-1%,14%
NNC(=O)Cc1cccc2ccc(Cl)cc12,1%,22%
C[C@H]1CN([C@@H](C)CO)S(=O)(=O)c2ccc(Br)cc2O[C@@H]1CN(C)S(=O)(=O)c1ccccc1,-2%,-3%
# Continued.
SMILES,TbPYK inhibitor,AMA1 RON2 block
NC(c1ccccc1)c1cccs1 (stereo not given),-12%,17%
CC(=O)Nc1ccc(S(=O)(=O)N2Cc3ccccc3-n3nncc3C2)cc1,-2%,23%
COc1ccc([C@H]2CN(c3ccc(OC)cc3)C(=O)[C@@H]2CC(=O)Nc2ccccc2)cc1,0%,-30%
O=C(CCc1ccccc1)Nc1cc2c(cc1C(=O)O)OCCCO2,-1%,10%
O=C(C[C@H]1C/C=C\CC[C@@H](Cc2ccc(F)cc2)C(=O)OCCNC1=O)NCCO,2%,15%
CCC1CCCCN1C(=O)c1cc(S(=O)(=O)N2CCOCC2)ccc1C (stereo not given),-2%,8%
O=C(COC(=O)c1ccccc1OCc1ccc(Cl)cc1)NCC1CCCO1 (stereo not given),-2%,5%
CCOC1=C2CN(S(=O)(=O)c3ccc(C)cc3)[C@H](c3ccccc3)C[C@@H]2N(S(C)(=O)=O)[C@H](c2ccccc2)C1,1%,-2%
O=C(NCCS(=O)(=O)N1CCN(c2ccccc2)CC1)C12CC3CC(CC(C3)C1)C2,1%,0%
CC(C)CN(C(=O)CSc1nc2ccccc2c(=O)[nH]1)c1c(N)n(CC(C)C)c(=O)[nH]c1=O,3%,13%[11.6 µM]
CCCC(=O)N1CCC1(C)C(=O)NS(=O)(=O)c1ccccc1Cl (stereo not given),-10%,10%
O=C(NCCc1ccc(Cl)cc1)C1CC(=O)N(C2CCCCC2)C1 (stereo not given),1%,15%
Cc1nc2sc(C(c3ccco3)N3CCC4(CC3)OCCO4)c(O)n2n1 (stereo not given),-3%,11%
CC1(C(=O)NS(=O)(=O)c2ccc(F)cc2F)CCN1C(=O)Cc1cc(F)ccc1F (stereo not given),2%,-9%
CC12CCC3C(CC=C4CC(O)CCC43C)C1CC(=CN1CCOCC1)C2=O (stereo not given),-1%,-3%
COc1ccc2[nH]c3c(c2c1)CCN1C(=O)C(CC(=O)NCCCn2ccnc2)C[C@H](C(=O)N2CCOCC2)[C@@]31C (stereo not given in full),2%,-2%
COC(=O)C1=C(c2ccccc2)C[C@@H]2CC[C@H]1N2C(=O)N1CCOCC1,6%,-1%
Cc1ccccc1-c1cnc(C(O)c2ccc(F)c(F)c2)[nH]1 (stereo not given),0%,-1%
O=[N+]([O-])c1ccc(NN=C2CC3CCC2C3)c([N+](=O)[O-])c1 (stereo not given),-3%,-2%
c1ccc(CCNCc2cccs2)nc1,0%,17%
